KB-3-1 cytotox: KB-3-1 parental cell cytotoxicity; Potency, µM (titrated, usually from 46.1 µM), inactives show at the top dose activity change, negative = cytotoxic, actives largely listed as cytotoxic; KB-3-1 viability, CellTiter-Glo ATP luminescence, 72 h; 1.4% of 400,000 active; note: potency is the fitted concentration of half-maximal effect; % is set by controls: 0 for no effect and ±100 for the full control effect; nearly all actives have a fitted effect of over 60% in size
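72 h, 37 °C compound treatment of KB-3-1 parental cells; CellTiter-Glo added, 10 min, luminescence read. Data corrected against DMSO-only plates and normalized before curve fitting.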
HT1080-NT tox: kills 2HG-producing HT-1080-NT fibrosarcoma cells; HT-1080-NT fibrosarcoma viability, CellTiter-Glo ATP luminescence, 48 h; 1.6% of 360,000 active; Potency, µM (top dose mostly 46.1 µM), for the others: top-dose activity, negative = less viability, actives largely listed as cytotoxic;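 note: NT is the 2HG producing partner of a matched IDH1 knockdown line; potency is the fitted concentration of half-maximal effect; 0% = DMSO-treated cells and -100% = media-only wells without cells; nearly all actives have a fitted effect of over 55% in size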
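Viability by CellTiter-Glo luminescence after 48 h compound exposure at 37C of HT-1080-NT cells (750/well, RPMI, 5% FBS). % activity scaled between DMSO wells and medium-only wells, then curve-fitted and categorized by curve class.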
HT1080 IDH1KD tx: HT-1080 IDH1 knockdown cell toxicity (counter line). HT-1080 IDH1 knockdown viability, ATP luminescence, 48 h. Potency, µM (doses to about 46.1 µM), for inactives: at the highest dose activity, negative = toxicity, hits mostly cytotoxic. 2% of 360,000 active. AID 686971;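 note: potency is the fitted concentration of half-maximal effect; 0% = DMSO wells and -100% = cell-free medium wells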
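In this qHTS, HT-1080 cells depleted of IDH1 are exposed for 48 h at 37 °C to compound titrations. Toxicity is scored from CellTiter-Glo luminescence, with DMSO as full viability and medium alone as none.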
D3 ag: D3 dopamine receptor (human) agonism. AID 652048. D3R DiscoveRx beta-arrestin cells, luminescence, 90 min. 0.58% of 410,000 active. P35462. max activation, %; in the data active = max activation above about 30%; note: 0% is about no effect; mostly tested at two doses, the higher about 12 µM
Target sequence (P35462 whole entry, looked up): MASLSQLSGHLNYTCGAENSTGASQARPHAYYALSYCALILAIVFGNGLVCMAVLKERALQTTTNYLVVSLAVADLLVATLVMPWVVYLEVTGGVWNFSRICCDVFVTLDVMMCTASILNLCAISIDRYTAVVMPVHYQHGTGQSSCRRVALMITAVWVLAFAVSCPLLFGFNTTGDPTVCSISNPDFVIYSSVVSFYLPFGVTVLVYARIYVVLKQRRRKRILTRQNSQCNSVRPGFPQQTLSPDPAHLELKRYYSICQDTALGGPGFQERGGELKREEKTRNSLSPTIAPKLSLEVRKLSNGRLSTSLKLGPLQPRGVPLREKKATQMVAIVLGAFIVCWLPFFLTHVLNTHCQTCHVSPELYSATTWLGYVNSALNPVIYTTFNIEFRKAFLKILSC
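Cells at 1500/well, incubated overnight, then treated with pinned compounds (dopamine as control) for 90 min at 37 degrees C. DiscoveRx reagent added for 30 - 60 minutes at room temperature; luminescence read.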
IL1B secr inh: blocks inflammasome-driven IL-1 beta release; THP-1 LPS/ATP IL-1B secretion, AlphaLISA, 16 h; active compounds read low; 4.7% of 360,000 active; activity change, % at 57.5 µM; in the data active = activity change below about -50%; inconclusive = mostly about -30% to -49%; note: % is set by controls: 0 for no effect and ±100 for the full control effect
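Secreted IL-1B measured by AlphaLISA bead assay after 16 h compound exposure of THP-1 cells; compounds (final up to 57.5 uM) added 1 h before LPS (250 ng/mL) and ATP (1.25 mM) stimulation; lower signal means less secretion.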
SW480 rerep: DNA re-replication induction in SW480 cells; 1.8% of 340,000 active; Potency, µM (highest dose often 46.1 µM), without a hit: top-dose re-replication activation, most hits filed as activators; SW480 DNA re-replication, Hoechst DNA content imaging, 48 h; note: potency is the fitted concentration of half-maximal effect; % of control where 0% means no effect; nearly all actives have a fitted effect of over 55% in size
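Image-based DNA-content assay: after two days of treatment, nuclei were labelled with the DNA dye Hoechst and imaged, and hits were compounds raising the count of nuclei showing high fluorescence intensity.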
MCF10A rerep: inducers of DNA re-replication in MCF 10A breast cells; 2.9% of 350,000 active; Potency, µM (series often up to 46.1 µM), without a hit: at the top dose activity, positive = re-replication, most hits filed as activators; MCF 10A DNA re-replication, Hoechst nuclear intensity, 48 h; note: potency is the fitted concentration of half-maximal effect; % of control where 0% means no effect; nearly all actives have a fitted effect of over 50% in size
GLP1R cytotox: cytotoxicity in counter-screen for GLP-1R inverse agonists. HEK293 cAMP-luciferase reporter cells, luminescence, 24 h. Potency, µM (titrated, usually from 38.3 µM), for inactives: top-dose activity change, negative = inhibition, hits mostly inhibitors. 0.13% of 410,000 active. AID 624418;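 note: loss of luciferase light is scored as toxicity; potency is the fitted concentration of half-maximal effect; % is set by controls: 0 for no effect and ±100 for the full control effect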
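To flag toxic compounds, the library was rerun on cells for 24 hr at 37 deg C and 5% CO2. Viability-linked luminescence was captured 12 min after adding luciferase detection reagent.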
KB-V1 MDR tox: kills drug-selected multidrug resistant KB-V1 cells | Potency, µM (series often up to 46.1 µM), inactives show top-dose activity change, negative = cytotoxicity, usual class: cytotoxic | KB-V1 MDR cells viability, CellTiter-Glo, 72 h | AID 1347076 | 3.4% of 400,000 active; note: potency is the fitted concentration of half-maximal effect; % is set by controls: 0 for no effect and ±100 for the full control effect; nearly all actives have a fitted effect of over 60% in size
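Readout: CellTiter-Glo luminescence, 10 min after addition. Cells: KB-V1 MDR subline, 72 h at 37 degrees C with compound. Analysis: corrected, normalized data fitted to concentration-effect curves.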
Starred values were filed as active, the others as inactive; ? = inconclusive; · = not tested or not shown; & = joins results of further samples; [ ] = remark or other dose. Unless noted, calls come from the whole dose curve; as a rule, active = well fitted curve in the direction sought with a large enough effect; inconclusive = small, poorly fitted or top-dose-only effect, or another doubt; inactive = no such curve, though single readings can be large; an effect the other way counts as inactive or inconclusive. Hits appear at their usual frequency. Share with any hit: about 11%.

SMILES	KB-3-1 cytotox	HT1080-NT tox	HT1080 IDH1KD tx	D3 ag	IL1B secr inh	SW480 rerep	MCF10A rerep	GLP1R cytotox	KB-V1 MDR tox
CCCOc1ccc(N2C(=O)CC(N(Cc3ccccc3)N=O)C2=O)cc1 (stereo not drawn)	17.1%	12.3%	-1.4%	-3.5	0.2	-13.3%	-3.6%	6.7%	5.1%
O=C(CCc1ccccc1)NC(=S)Nc1cccc(C(=O)O)c1	16.1%	15.6%	6.3%	-6.1	17.7	-2.3%	-0.8%	1.4%	32.5%
COc1ccc(-c2cc(=O)oc3cc(OC(C)C(=O)O)ccc23)cc1 (stereo not drawn)	-2.2%	15.3%	18.5%	-4.0	-0.2	-3.7%	6.7%	-0.8%	2.0%
CC(C)COC(=O)n1ccc(C(=O)N2CCCCC2)n1	5.0%	-1.9%	2.2%	-3.0	17.4	1.9%	0.2%	2.8%	-3.8%
CCn1c(Cn2nnc(-c3ccccc3)n2)nnc1SCC(=O)Nc1ccc(N(C)C)cc1	-6.5%	8.6%	-3.7%	5.9	21.2	-12.7%	-19.4%	5.7%	?
O=C(CN1CCN(S(=O)(=O)c2ccc(Br)cc2)CC1)Nc1ccc(F)cc1	-15.0%	-1.4%	-14.8%	-3.6	-17.8	-0.9%	-12.7%	-13.1%	-8.5%
CCOC(=O)c1sc2ccccc2c1OC(=O)c1ccc(C)cc1	-1.1%	?	-12.0%	35.4*	13.3	-1.6%	-2.0%	1.1%	-8.6%
COc1ccc(/C=C/c2ccc(=O)n(Cc3ccccc3)n2)cc1	-17.0%	-15.6%	?	23.4	-155.8*	-4.3%	20.6µM*	-2.8%	?
OCCNc1nc(Cl)nc(NCc2ccco2)n1	9.9%	13.1%	29.6%	0.3	-11.1	2.1%	5.7%	-4.4%	5.0%
CCN(CC(=O)Nc1ccc2c(c1)OCCO2)C(=O)/C=C/c1cccc(Br)c1	-7.4%	3.3%	5.9%	-15.4	3.0	-12.0%	12.6%	-25.5%	-18.1%
c1ccc(N2CC3COc4ccccc4C3=N2)cc1 (stereo not drawn)	-9.0%	1.7%	8.5%	7.1	48.4	14.6µM*	13µM*	363.4%[activator]	-18.7%
CCN(CC(=O)Nc1ccc(OC)cc1)C(=O)c1ccc2c(=O)n3c(nc2c1)CCC3	5.1%	1.7%	22.1%	5.5	0.0	-4.1%	-2.9%	-16.3%	2.8%
NNC(=O)c1cc(NS(=O)(=O)c2cccs2)cc(NS(=O)(=O)c2cccs2)c1	·	0.0%	-2.7%	-1.5	9.2	-2.9%	7.4%	5.4%	·
CO/N=C(/CNC(=O)c1cccc(Cl)c1)c1ccc(Cl)cc1	-5.8%	-3.8%	-30.0%	-7.5	-9.5	-124.9%[inhibitor]	-1.8%	28.0%	23.1µM*
COc1ccccc1Cn1[nH]nnc1=S	-7.3%	10.5%	-1.7%	10.1	15.6	-3.2%	0.0%	5.7%	14.6%
COc1cccc(Nc2nc(C)nc3c2oc2ccccc23)c1	0.7%	-9.6%	?	-0.7	-6.1	5.2%	?	-9.7%	-29.1%
CCOc1ccc(-n2c(SCC(=O)Nc3cc(C)on3)nc3c([nH]c4ccccc43)c2=O)cc1	4.6%&-0.2%	-29.7%	-27.3%	0.5&-0.5	109.5	1.1%	16.4%	-12.9%&-8.5%	5.9%&2.2%
COc1ccc(C(=O)NCC(c2cccnc2)N2CCN(c3ccccc3)CC2)cc1 (stereo not drawn)	?	·	·	-5.0	·	·	·	-1.0%	0.0%
O=C(COC(=O)COc1ccc(Cl)cc1)NC1CC1	2.6%	2.3%	8.1%	0.7	19.4	-2.7%	13.6%	-8.2%	12.2%
Cc1ccc(S(=O)(=O)N2CCCCC2)cc1NC(=O)c1nn(C)c(=O)c2ccccc12	18.0%	6.7%	9.5%	1.7	37.4	-31.7%[inhibitor]	?	-0.7%	8.2%
CCCCC(=O)N1CCCC(c2nc(-c3cccc(OC)c3)no2)C1 (stereo not drawn)	-2.1%	-0.1%	6.9%	-0.6	-2.2	-3.2%	-2.5%	5.5%	-5.0%
Cc1onc(C(=O)Nc2sc3c(c2C#N)CCCC3)c1[N+](=O)[O-]	3.5%	8.8%	7.1%	21.8	-14.8	0.8%	10.6%	-26.3%	?
Cc1cc(C(=O)N2CCCC2(C)C(=O)O)c(C)o1 (stereo not drawn)	0.0%	20.5%	12.2%	-0.9	-11.9	·	·	2.6%	2.0%
COc1cc(NS(=O)(=O)c2ccc(NC(=O)C34CC5CC(CC(C5)C3)C4)cc2)ncn1	0.0%	-11.4%	-16.4%	-3.7	15.8	-0.3%	-0.9%	5.9%	0.6%
NS(=O)(=O)c1ccc(NS(=O)(=O)c2ccc3c(c2)OCCO3)cc1	-14.5%	0.6%	-0.9%	1.2	19.4	-0.9%	5.2%	0.0%	5.3%
Cc1ccc(CNC(=O)CSc2c(C)cnc3c2c(=O)n(C)c(=O)n3C)cc1	7.7%	·	·	8.4	·	·	·	-18.6%	-12.7%
COc1ccc(CNC(=O)C23CN(Cc4ccccc4)CC2C(c2ccc([N+](=O)[O-])cc2)=NO3)cc1 (stereo not drawn)	0.9%	-0.9%	-5.3%	-0.2	-23.8	1.5%	3.0%	1.1%	17.4%
COc1ccc(CN(C(=O)c2ccc(C)cc2)c2cccc(N)c2)cc1	-3.4%	-1.0%	0.0%	-3.7	8.9	1.0%	-9.2%	1.2%	1.1%
COCCNC(=O)CN1C(=O)CSc2cc(S(=O)(=O)N3CCCCCC3)ccc21	-3.1%	2.4%	-0.5%	2.1	-1.7	-3.8%	-2.2%	15.5%	17.0%
Cc1cc(C(=O)NCc2ccc3c(c2)OCO3)n(-c2ccccc2)n1	4.6%	8.2%	-0.1%	-4.4	-5.4	-8.5%	-0.3%	5.6%	-3.0%
CNc1nc(-c2ccc(Cl)cc2)cs1	1.8%	3.5%	0.0%	-4.3	-9.2	-6.6%	2.0%	5.7%	4.6%
CC(=O)OC1CCC2(C)C3=CCC4(C)C(C(C)=O)=CCC4C3CCC2C1 (stereo not drawn)	?	-2.5%	-2.3%	5.9	-0.1	2.7%	6.9%	17.5%	?
COc1ccc2c(c1)c(=O)oc1cc(OCC(=O)N3CCC(C)CC3)ccc12	-8.5%	?	?	-2.8	-6.6	16.9%	?	-8.8%	?
O=C1COc2ccc(C(=O)CSc3nc4ccccc4c(=O)n3-c3ccc(Cl)c(Cl)c3)cc2N1	-23.7%	0.3%	0.9%	0.7	84.1	18.4µM*	13µM*	-18.7%	?
Cn1nccc1CNC(=O)c1ccnn1C	0.4%	8.9%	8.8%	6.1	-8.1	0.7%	2.3%	-1.9%	-0.1%
Cc1[nH]nc2c1C(=O)CCC2	15.7%	15.6%	22.9%	-0.5	13.7	18.2%	9.9%	-0.9%	0.9%
CCCCn1cc(S(=O)(=O)c2ccc(F)cc2)c(=O)c2ccccc21	-4.5%	·	·	7.0	·	·	·	4.7%	-18.7%
Cc1ccc(C(=O)Oc2ccc(/C=C3\C(=N)N4N=C(N5CCOCC5)SC4=NC3=O)cc2)cc1	0.1%	-9.7%	0.1%	5.0	-2.2	0.2%	-1.3%	-1.9%	?
Cc1cc(CNC(=O)C2(C(F)(F)F)CC(CCCO)CCCO2)nn1C (stereo not drawn)	6.1%	6.4%	5.6%	0.0	-4.1	-0.4%	-20.5%	3.9%	5.4%
N#C/C(=C\c1cc2c(cc1Br)OCO2)C(=O)NCC1CCCO1 (stereo not drawn)	6.1%	-0.1%	-0.5%	-3.9	-77.5*	-122.3%[inhibitor]	?	?	21.5%

Reprinted from the entries so far (three entries):
SMILES	KB-3-1 cytotox	HT1080-NT tox	HT1080 IDH1KD tx	D3 ag	IL1B secr inh	SW480 rerep	MCF10A rerep	GLP1R cytotox	KB-V1 MDR tox
CC(=O)OC1CCC2(C)C3=CCC4(C)C(C(C)=O)=CCC4C3CCC2C1 (stereo not drawn)	?	-2.5%	-2.3%	5.9	-0.1	2.7%	6.9%	17.5%	?
COc1ccc2c(c1)c(=O)oc1cc(OCC(=O)N3CCC(C)CC3)ccc12	-8.5%	?	?	-2.8	-6.6	16.9%	?	-8.8%	?
O=C1COc2ccc(C(=O)CSc3nc4ccccc4c(=O)n3-c3ccc(Cl)c(Cl)c3)cc2N1	-23.7%	0.3%	0.9%	0.7	84.1	18.4µM*	13µM*	-18.7%	?

(further entries)
SMILES	KB-3-1 cytotox	HT1080-NT tox	HT1080 IDH1KD tx	D3 ag	IL1B secr inh	SW480 rerep	MCF10A rerep	GLP1R cytotox	KB-V1 MDR tox
NNC(=S)NCc1ccccc1	-1.3%	?	24.5%	3.1	-8.1	-9.4%	0.5%	?	14.4%
CC(C)n1nc(C(=O)OCC(=O)NCCc2ccc(S(N)(=O)=O)cc2)c2ccccc2c1=O	12.6%	5.3%	4.5%	18.7	10.7	-11.3%	-6.0%	-4.1%	25.6%
C1CCN(c2nc(N3CCCCC3)nc(N3CCNCC3)n2)CC1	-9.2%	0.3%	-4.3%	4.4	?	-5.8%	0.2%	-8.0%	-2.7%
CCOC(=O)Cn1c(=O)cc(C)c2c(C)nn(-c3cccc(F)c3)c21	4.7%	·	·	-0.2	·	·	·	16.9%	9.5%
COc1cccc(/C=N/NC(=O)c2[nH]nc3c2CCc2ccccc2-3)c1	10.3µM*	3.66µM*	2.06µM*	-7.9	·	?	?	?	?
O=C1NC(=O)C2(CCCCCC2)N1	-2.6%	9.7%	17.2%	1.2	12.2	-15.2%	-3.7%	-3.1%	?
CCc1nc(C)ccc1OC(=O)C12CC3CC(CC(C3)C1)C2	12.9%	-4.4%	-12.7%	-15.0	22.3	-2.1%	?	-3.1%[1.53 µM]	-17.0%
CCN(CC)C(=O)Cn1cc(C(=O)C2CC2)c2ccccc21	-6.3%	2.7%	7.8%	-1.1	13.2	-9.1%	5.1%	-17.9%	3.6%
CN(C(=O)COc1ncnc2ccccc12)C1CCCCC1	10.8%	-9.6%	-3.6%	-4.3	6.0	1.1%	-6.0%	-9.5%	-10.3%
c1ccc2c(c1)Nc1cc3ccccc3cc1S2	4.9%	22.0%	18.8%	-5.4	4.1	3.0%	?	23.6%	-13.3%

Screens as filed in PubChem.
